# MITF inh = human MITF inhibition, primary screen; O75030; AlphaScreen MITF homodimerization, bead proximity signal; inhibition, % at 2.6 µM; 650,000 tested, 0.91% active; in the data active = inhibition above about 50%;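 note: 0% = vehicle wells with protein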
# Target sequence (O75030 whole entry, looked up): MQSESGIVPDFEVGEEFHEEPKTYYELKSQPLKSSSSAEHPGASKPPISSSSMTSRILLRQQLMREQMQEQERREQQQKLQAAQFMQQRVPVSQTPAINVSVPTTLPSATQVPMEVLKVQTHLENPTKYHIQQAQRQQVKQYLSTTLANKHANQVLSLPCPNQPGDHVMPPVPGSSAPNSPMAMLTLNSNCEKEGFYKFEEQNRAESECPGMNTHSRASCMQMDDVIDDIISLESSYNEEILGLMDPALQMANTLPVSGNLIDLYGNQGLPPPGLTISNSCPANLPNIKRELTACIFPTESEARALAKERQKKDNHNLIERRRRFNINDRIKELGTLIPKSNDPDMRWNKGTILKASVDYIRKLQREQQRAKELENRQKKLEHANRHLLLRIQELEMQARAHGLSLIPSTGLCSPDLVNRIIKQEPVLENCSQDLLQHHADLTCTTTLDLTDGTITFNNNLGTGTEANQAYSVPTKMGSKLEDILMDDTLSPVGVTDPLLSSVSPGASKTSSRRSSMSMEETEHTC
# FBW7 activator = activators of human E3 ligase FBW7; normalized activity (activation), % at 26.1 µM; Q969H0; AlphaScreen FBW7–phospho-cyclin E peptide binding, activator screen; AID 1259310; 650,000 tested, 0.13% active; in the data active = normalized activity above about 1.9%;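 note: purified mutant Fbw7 with reduced substrate affinity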
# TEAD-YAP block = TEAD-YAP interaction inhibition | inhibition, % at 9.12 µM | 640,000 tested, 1.4% active | HEK-TIYL cells, TEAD-Gal4/YAP UAS-luciferase luminescence; in the data active = inhibition above about 32%;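 note: 0% = median of test compound wells and 100% = reference inhibitor wells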
# GPR151 ag = human GPR151 activation; 650,000 tested, 1% active; Q8TDV0; activation, % at 11.2 µM; PathHunter beta-arrestin GPR151 cells, luminescence; AID 1508602; in the data active = activation above about 4.9%;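 note: 0% = median of compound wells and 100% = cells with positive control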
# Target sequence (Q8TDV0 whole entry, looked up): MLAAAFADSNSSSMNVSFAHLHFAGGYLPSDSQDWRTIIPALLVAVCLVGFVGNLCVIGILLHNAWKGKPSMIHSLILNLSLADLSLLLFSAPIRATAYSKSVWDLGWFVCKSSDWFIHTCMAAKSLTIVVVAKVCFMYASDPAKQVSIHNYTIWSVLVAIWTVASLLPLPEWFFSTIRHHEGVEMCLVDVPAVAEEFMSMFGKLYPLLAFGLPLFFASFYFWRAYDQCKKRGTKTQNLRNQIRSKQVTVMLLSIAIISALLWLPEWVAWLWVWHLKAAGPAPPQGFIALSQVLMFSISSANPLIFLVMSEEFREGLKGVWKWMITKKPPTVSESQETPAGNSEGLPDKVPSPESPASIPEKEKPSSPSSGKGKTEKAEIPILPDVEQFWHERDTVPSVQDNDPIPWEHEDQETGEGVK
# The depositor's hits bear a star; & = joins results of further samples. Compounds as they come; any-hit rate near 3.4%.
SMILES,MITF inh,FBW7 activator,TEAD-YAP block,GPR151 ag
Cc1ccnc(NC(=O)COc2ccc(Br)cc2Cl)c1,-6,-0.1,93*,-1.6
COc1cc2c(cc1OC)CN(CC#N)CC2,9,-0.1,1,-1.8
CCCCCCc1cc2cc(C(N)=O)c(=Nc3ccc(C)cc3)oc2cc1O,-12,-0.2,-1,1.0
COc1cccc(CC2(CCC(=O)N3CCOc4ccc(Cl)cc4C3)CCC(=O)N2)c1 (stereo not given),3,0.0,4,2.8
COc1ccc(/C=C2\N=C(c3ccccc3)OC2=O)c(OC)c1OC,4,-0.1,5,0.0
Cc1ccc(S(=O)(=O)Nc2nc3ccc([N+](=O)[O-])cc3nc2Nc2cc(C)ccc2C)cc1,18,0.1,15,0.3
O=C(CN1CC(=O)Oc2ccccc21)Nc1cc(C(=O)O)ccc1Cl,13,-0.1,-12,-0.8
NC(=S)c1cccc(NC(=O)C2CC2)c1,-5,-0.1,-8,-1.4
O=c1oc(-c2ccc(Cl)cc2)nc2ccc(Br)cc12,-2,0.0,-4,0.5
Cc1ccc(-n2c(C)cc(/C=C3\SC(=Nc4ccc(Cl)cc4)NC3=O)c2C)cc1,1,0.0,4,0.4
O=C1c2ccccc2OCOc2ccccc21,8,0.1,-7,-0.2
Cc1ccc(NC(=O)CSc2ncccn2)cc1,-2,-0.1,-16,0.9
COc1ccccc1NC(=O)c1c(Cl)nc(Cl)c(Cl)c1Cl,8,0.5,64*,1.5
O=[N+]([O-])c1ccc2nc(-c3ccccc3[N+](=O)[O-])[nH]c2c1,22,0.1,-14,0.8
COc1ccc(-n2nc(C(=O)Nc3cc(C)c(Cl)cc3OC)c3ccccc3c2=O)c(OC)c1,4,0.0,-1,1.9
O=C(N/N=C/c1cccs1)C(=O)Nc1ccc(Br)cc1,4,0.0,1,0.0
Cc1ccc(NC(=O)Cn2c(=O)n(Cc3ccco3)c(=O)c3oc4ccccc4c32)cc1C,3,-0.1,6,-0.5
CC1=C(C(=O)OCC(C)C)C(c2cccnc2)c2c(n(C)c(=O)n(C)c2=O)N1 (stereo not given),-6,-0.1,-1,-1.0
CCOC(=O)C1CCCN(C(=O)Cn2ncc3c(=O)oc4ccccc4c32)C1 (stereo not given),6,0.0,5,0.8
CCOC(=O)C1=C(O)/C(=C/c2cccc(Cl)c2)SC1=Nc1ccc(OC)cc1,7,0.6,1,-1.2
CCOC(=O)C1=C(C)NC(C)=C(C(=O)OCC)C1c1cccc(NC(=O)C(F)(F)F)c1,-2,0.1,9,1.2
COc1ccc(C(=O)Nc2ccc(S(=O)(=O)NC(C)(C)C)cc2)c(OC)c1,-8,-0.1,-2,3.5
O=C(N/N=C/c1cc(Br)ccc1O)C1(O)c2ccccc2-c2ccccc21,-5,-0.7,12,0.1
Clc1ccc(-n2nnnc2-c2ccc3ccccc3n2)cc1,8,0.1,-11,-3.1
O=C(N/N=C/c1ccc(Cl)cc1)C1CC1c1ccccc1 (stereo not given),6,-0.1,7,0.2
# (further entries)
SMILES,MITF inh,FBW7 activator,TEAD-YAP block,GPR151 ag
COc1ccc2c(c1)=C/C(=C\c1[nH]c(=S)[nH]c1O)C(=O)N=2,24,0.3,-4,-0.3
CC(C)(C)c1ccc(OCC(=O)Nc2ccc(N3CCOCC3)cc2)cc1,18,0.1,1,-0.6
CC(C)(C)c1ccc(CCC2OCC(CN3CCCCC3)O2)cc1 (stereo not given),-1,0.0,1,-0.2
O=[N+]([O-])c1ccc(-c2nc(-c3ccccc3)c3ccccn23)cc1,5,0.0,7,3.2
COc1cccc(C(=O)NNC(=O)Nc2ccc(Br)cc2Cl)c1,1,0.0,-1,1.9
CCN(CC)S(=O)(=O)c1ccc(N2CCCC2)c(NC(=O)c2ccc([N+](=O)[O-])o2)c1,2,-0.1,8,5.3*
Cc1[nH]c2ccccc2c1CCNC(=O)/C(=C/c1ccccc1)NC(=O)c1ccc(Br)cc1,2,0.0,22,0.4
COc1cccc(C2C(C#N)=C(N)N(c3c(F)cccc3F)C3=C2C(=O)CCC3)c1 (stereo not given),-4,-0.1,-11,-0.4
O=C(c1cc2cccc3c2n(c1=O)CCC3)N1CCN(Cc2ccccc2)CC1,-2,0.4,0,-2.3
O=C(Nc1cccc(-c2nc3ccccc3o2)c1)c1ccccc1Br,2,-0.2,5,1.4
COc1ccc(C(=O)Nc2nc3c(cc4c5c(cccc53)CC4)s2)cc1,19,1.2,5,-0.1
Cc1cccc(NC(=O)CS(=O)(=O)c2cn(C)c3ccccc23)c1C,6,-0.1,3,0.3
Cn1c(C(O)C(O)c2ccccc2)nc2ccccc21 (stereo not given),21,0.9,-6,-0.3
CC(C)(C)CN1CCNC(=O)C1CC(=O)NCc1cn2ccsc2n1 (stereo not given),0,0.1,-12,-0.7
CCCCCCC(C)NC(=O)Cn1cnc2c1c(=O)n(C)c(=O)n2C (stereo not given),9,-0.1,7,0.0
CCOc1ccc(C(=O)N2CCc3ccccc32)cc1OCC,4,-0.1,-8,-1.0
O=C1C(Cl)=C(N2CCOCC2)C(=O)N1c1cccc(Cl)c1Cl,20,0.1,16,0.6
O=C(NCCO)/C(=C\c1ccco1)NC(=O)c1ccccc1Br,16,0.0,0,1.0
Nn1c(SCC(=O)Nc2ccccc2Sc2ccccc2)nnc1-c1cccnc1,-7,-0.1,-4,1.0
O=C(COc1ccc2ccccc2c1)Nc1ccc(S(=O)(=O)N2CCCCCC2)cc1,-6,0.0,0,-0.8
O=C(COC(=O)Cc1ccc(-c2ccccc2)cc1)NCc1ccco1,11,0.0,-4,-3.2
COC(=O)/C=C(\C)NC(=O)c1ccc([N+](=O)[O-])cc1,1,-0.1,-4,1.5
O=C(Nc1cccc([N+](=O)[O-])c1)c1ccccc1Cl,13,0.1,-42,0.8
Nc1c(Cl)c(Cl)nc(C(=O)OCC(=O)Nc2cccc(F)c2)c1Cl,2,0.0,10,0.1
O=C(O)c1cc(Nc2ccccc2C(=O)O)nc(Nc2ccccc2C(=O)O)n1,6,-0.4,-9,1.6

# An excerpt of these results, as tab-separated lines.
canonical_smiles	MITF inh	FBW7 activator	TEAD-YAP block	GPR151 ag
O=C(N/N=C/c1ccc(Cl)cc1)C1CC1c1ccccc1 (stereo not given)	6	-0.1	7	0.2
Cc1cccc(NC(=O)CS(=O)(=O)c2cn(C)c3ccccc23)c1C	6	-0.1	3	0.3
CC1=C(C(=O)OCC(C)C)C(c2cccnc2)c2c(n(C)c(=O)n(C)c2=O)N1 (stereo not given)	-6	-0.1	-1	-1.0
COC(=O)/C=C(\C)NC(=O)c1ccc([N+](=O)[O-])cc1	1	-0.1	-4	1.5
Nc1c(Cl)c(Cl)nc(C(=O)OCC(=O)Nc2cccc(F)c2)c1Cl	2	0.0	10	0.1
O=c1oc(-c2ccc(Cl)cc2)nc2ccc(Br)cc12	-2	0.0	-4	0.5
O=[N+]([O-])c1ccc2nc(-c3ccccc3[N+](=O)[O-])[nH]c2c1	22	0.1	-14	0.8

# (list continues)
SMILES,MITF inh,FBW7 activator,TEAD-YAP block,GPR151 ag
Cc1ccc(C(=O)Nc2cccc(Oc3ccccc3)c2)o1,19,-0.1,-38,1.2
Cc1sc2nc(C)n(C3CCN(C(=O)c4cccs4)CC3)c(=O)c2c1C,0,-0.2,-3,0.0
CC1C=CCC2C(=O)N(c3ccc(F)cc3)C(=O)C12 (stereo not given),3,-0.1,2,-0.8
COC(=O)C1=C(C)NC2=C(C(=O)CC(c3cccs3)C2)C1c1ccc(OC)cc1OC (stereo not given),-6&-5,0.0&-0.2,3&4,0.9&0.1
N#C/C(=C/c1cccn1-c1cccc([N+](=O)[O-])c1)C(N)=O,11,0.1,9,-0.1
Cc1cccc(NC(=O)c2ccc(OC3CSC3)cc2)c1,15,0.0,9,-8.8
COc1ccc(C2=NN(CC(=O)NC(C)(C)C)C(=O)c3cc4sccc4n3C2)cc1,-2,-0.1,2,1.9
CCOC(=O)c1ccc(N=c2oc3ccccc3cc2C(=O)Nc2cccc(C(F)(F)F)c2)cc1,13,0.3,-12,0.0
Cc1[nH]c2ccccc2c1/C=N/n1cnnc1,-2,0.4,-7,-0.1
COC(=O)NCCC1CCCCN1S(=O)(=O)c1ccc(C)cc1 (stereo not given),8,-0.1,1,-1.1
COc1cc(/C=C2/N=C(c3ccc(Cl)cc3)OC2=O)cc(Cl)c1OC(=O)c1ccccc1,10,0.3,7,0.7
CCCN1Cc2cc(Cl)ccc2OC(C)C1 (stereo not given),7,0.0,5,-1.2
CCC1(C(=O)c2ccc(F)cc2)C(c2ccc([N+](=O)[O-])cc2)C1(C(=O)OC)C(=O)OC (stereo not given),-5,0.0,2,-1.0
O=C(Nc1ccccc1N1CCOCC1)c1ccc(N2CCOCC2)nc1,0,1.0,-6,0.0
COc1ccccc1-n1c(=O)[nH]c2c(C(N)=O)nc(CC(C)C)nc21,7,-0.1,-2,-0.3
Cc1ccccc1NC(=O)c1c(F)cccc1F,-7,0.0,1,-1.5
Cc1ccccc1-c1ncc(CN2CCC(CCC(=O)NC3CC3)CC2)cn1,5,0.2,14,-0.5
CCSc1nc2c(c(=O)[nH]1)C(c1cccc(F)c1)C1=C(CCCC1=O)N2 (stereo not given),11,0.0,10,-1.1
CC1=CC2=NC(=O)/C(=C\c3cccn3Cc3ccccc3)C(=N)N2O1,2,-0.1,-4,-1.1
Cc1cc(CNC(=O)CC2C(=O)NCCN2C/C=C/c2ccccc2)nn1C (stereo not given),8,0.4,5,-1.3
O=S(=O)(c1ccc(Br)cc1)N1CCC(N2CCCCC2)CC1,3,0.2,3,1.0
COc1cc(-c2nnc(CSc3ccc4c(c3)OCCO4)o2)cc(OC)c1OC,18,0.3,-5,0.3
CCOc1ccc(CN2CCOCC2)cc1,24,-0.2,-5,-0.6
O=C(Oc1cccc2cccnc12)c1ccc(Cl)cc1,27,0.5,7,-0.4
COc1ccccc1NC(=O)N1CCN(Cc2nnnn2-c2ccc(Cl)cc2)CC1,21,0.8,8,-2.2
# Continued:
SMILES,MITF inh,FBW7 activator,TEAD-YAP block,GPR151 ag
COc1cc2nc(Nc3nc4ccccc4n3C)nc(NCc3cccc(C(F)(F)F)c3)c2cc1OC,4,-0.2,39*,1.6
O=C(NCCC1=CCCCC1)NC1(C(F)(F)F)Oc2ccc(Cl)cc2O1 (stereo not given),1,0.0,2,0.4
Nc1c(C(=O)Nc2ccc(F)cc2)sc(=S)n1Cc1ccco1,2,-0.1,-13,2.6
NCCCCNC(=O)c1ccc(/C=N/O)nc1,0,-1.4,1,-0.1
COC(=O)CN(CCc1ccccc1)S(=O)(=O)c1ccc(OC)c(OC)c1,15,1.2,3,-0.7
Cc1cc(F)ccc1S(=O)(=O)Nc1cc(SCC(=O)O)c(O)c2ccccc12,7,-0.7,-6,1.4
O=C(O[C@H]1[C@H](Oc2ccccc2COC(=O)C2(O)C=CCCC2=O)O[C@H](CO)[C@@H](O)[C@@H]1O)c1ccccc1 (stereo not given in full),-8,-0.1,6,1.8
CCOc1ccc2nc(SCC(=O)c3cccs3)[nH]c2c1,-8,0.2,-61,-0.5
COc1cccc(/C=N/NC(=O)c2ccc(NC(=O)c3ccc(F)cc3)cc2)c1O,4,-0.1,97*,0.0
Cc1ccc(-n2cnc3cc(C(=O)N4CCOCC4)ccc32)c(C)c1,10,-0.1,-23,-0.8
CC(=O)Nc1ccc(SCCNCCO)cc1,29,0.0,5,-0.2
Cc1nnc(SCC(=O)Nc2ccc(I)cc2)o1,5,0.7,1,1.2
COC(=O)c1cccc(Nc2ncnc3ccc(Br)cc23)c1,2,0.7,7,1.4
CC1CN(c2nc3c(c(=O)[nH]2)CCN(CC2=Cc4ccccc4OC2)C3)CC(C)O1 (stereo not given),13,0.1,0,0.3
COc1ccc(CC(=O)NCCc2csc(-c3cccc(C)c3)n2)cc1,-3,0.0,-12,0.8
C=CCn1c(N2CCC(C(=O)NCCc3ccc(O)cc3)CC2)nc2ccccc21,-10,-0.1,-17,1.2
COc1nc(N/N=C/c2cc(Cl)ccc2O)nc(N2CCOCC2)n1,-7,-0.1,-9,-0.2
CCN1C(=O)C(O)(CC(=O)c2ccccc2O)c2ccccc21 (stereo not given),5,-0.2,-5,0.0
Cc1ccc(-n2cccc2)cc1[N+](=O)[O-],-7,0.1,4,-0.7
O=C(Nc1ccc(F)cc1)N1CCN(c2ccc3nnc(-c4ccccc4)n3n2)CC1,-4,0.0,10,0.8
COc1ccc(OC)c(-c2cc(Cl)c3c(c2)CC(CNC(=O)CSC)O3)c1 (stereo not given),1,-0.1,8,0.1

# Reformatted as labelled records: part of the list above
COC(=O)CN(CCc1ccccc1)S(=O)(=O)c1ccc(OC)c(OC)c1
  MITF inh: 15	FBW7 activator: 1.2	TEAD-YAP block: 3	GPR151 ag: -0.7

Cc1cc(F)ccc1S(=O)(=O)Nc1cc(SCC(=O)O)c(O)c2ccccc12
  MITF inh: 7	FBW7 activator: -0.7	TEAD-YAP block: -6	GPR151 ag: 1.4

O=C(O[C@H]1[C@H](Oc2ccccc2COC(=O)C2(O)C=CCCC2=O)O[C@H](CO)[C@@H](O)[C@@H]1O)c1ccccc1 (stereo not given in full)
  MITF inh: -8	FBW7 activator: -0.1	TEAD-YAP block: 6	GPR151 ag: 1.8

CCOc1ccc2nc(SCC(=O)c3cccs3)[nH]c2c1
  MITF inh: -8	FBW7 activator: 0.2	TEAD-YAP block: -61	GPR151 ag: -0.5

# Assay outcomes (PubChem BioAssay)
